beta cell repl = inducers of MIN6 beta-cell proliferation, primary screen, ATP luminescence, uHTS; MIN6 cells proliferation, ATPlite luminescence, 48 h; cells starved in 0.2% serum; 100% = growth in 10% serum; AID 2380, 2010; proliferation, % at 10 µM; 330,000 compounds, 0.29% hits;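 active means compounds whose signal lies at least 3.5 SD above the mean of all wells on their plate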;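 further: 0% = DMSO-treated cells in low-serum medium and 100% = 10% serum control; some compounds called inactive have numbers as strong as hits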
HKDC1 inh = HKDC1 hexokinase inhibitors, primary screen, biochemical, fluorescence, uHTS. Q2TB90. recombinant HKDC1, G6PDH/diaphorase resazurin coupled fluorescence. inhibition, % at 20 µM. 340,000 compounds, 0.16% hits. AID 493160, 2011;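 active means inhibition above about 35% when tested at 20 µM, limit read from the data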;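 further: plate controls were DMSO wells with enzyme for no effect and DMSO wells lacking enzyme for full effect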
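Test system: recombinant HKDC1 (HK5) hexokinase enzyme, produced in-house / Doses: 20 µM test compound, 1% DMSO / Timing: 90 min, room temperature / Detection: G6PDH/diaphorase-coupled fluorescence, 1 mM NADP, 100 µM resazurin, 525/613 nm / Control set: DMSO wells with and without enzyme mix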
SENP7 block = SENP7 protease inhibitors, primary screen, biochemical, luminescence, uHTS. Sentrin-specific protease 7 (Homo sapiens), Q9BQF6. recombinant SENP7, Z-RLRGG-aminoluciferin luminescence, 40 min. inhibition, % at 5 µM. 330,000 compounds, 1.5% hits;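 active means inhibition above about 50% at the single test dose, limit read from the data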;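 further: plate controls were DMSO with enzyme for no effect and no enzyme buffer wells for full effect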
Target sequence (Q9BQF6 706-1050 limits assumed): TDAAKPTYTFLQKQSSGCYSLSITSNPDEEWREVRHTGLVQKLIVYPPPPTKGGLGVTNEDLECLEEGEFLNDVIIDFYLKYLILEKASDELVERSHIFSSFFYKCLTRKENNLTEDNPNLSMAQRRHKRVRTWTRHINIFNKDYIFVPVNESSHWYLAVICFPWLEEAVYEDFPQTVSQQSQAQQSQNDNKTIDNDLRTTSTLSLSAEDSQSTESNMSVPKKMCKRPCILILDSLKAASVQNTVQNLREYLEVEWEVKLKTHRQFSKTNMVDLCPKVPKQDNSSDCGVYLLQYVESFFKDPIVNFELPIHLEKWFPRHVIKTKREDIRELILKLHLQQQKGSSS
PfG6PD inh = PfG6PD enzyme inhibitors, primary screen, biochemical, fluorescence intensity, uHTS. AID 504690, 2011. PfGluPho enzyme, NADPH resazurin-diaphorase fluorescence. 350,000 compounds, 0.78% hits. inhibition, % at 20 µM;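 active means inhibition reaching at least a set limit at 20 µM in the primary screen, cut at about 59% in these data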;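 further: 0% = DMSO wells with substrate and 100% = DMSO wells lacking glucose-6-phosphate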
SENP8 block-1 = SENP8 protease inhibitors, primary screen, biochemical, luminescence. AID 2540, 2010. inhibition, % at 10 µM. 330,000 compounds, 1.2% hits. Sentrin-specific protease 8 (Homo sapiens), Q96LD8. purified SENP8, Z-RLRGG-aminoluciferin cleavage; in the data active means inhibition above about 50%
SENP8 block-2 = human SENP8 protease inhibitors, primary screen, biochemical, fluorescence, Nedd8 protein substrate, uHTS | inhibition, % at 20 µM | AID 602440, 2012 | 360,000 compounds, 0.64% hits | recombinant SENP8; in the data active means inhibition mostly above about 40%, no sharp cut-off; inactive means mostly below about 27%
SENP6 block = SENP6 protease inhibitors, primary screen, biochemical, luminescence, uHTS; Sentrin-specific protease 6 (Homo sapiens), Q9GZR1; Recombinant SENP6 catalytic domain, aminoluciferin luminescence; inhibition, % at 10 µM; 330,000 compounds, 1.8% hits; AID 2599, 2010;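 active means inhibition above about 50% at the single tested dose, limit read from the data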;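 further: plate controls were DMSO wells with enzyme for no effect and DMSO wells lacking enzyme for full effect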
Target sequence (Q9GZR1 628-1112 limits assumed): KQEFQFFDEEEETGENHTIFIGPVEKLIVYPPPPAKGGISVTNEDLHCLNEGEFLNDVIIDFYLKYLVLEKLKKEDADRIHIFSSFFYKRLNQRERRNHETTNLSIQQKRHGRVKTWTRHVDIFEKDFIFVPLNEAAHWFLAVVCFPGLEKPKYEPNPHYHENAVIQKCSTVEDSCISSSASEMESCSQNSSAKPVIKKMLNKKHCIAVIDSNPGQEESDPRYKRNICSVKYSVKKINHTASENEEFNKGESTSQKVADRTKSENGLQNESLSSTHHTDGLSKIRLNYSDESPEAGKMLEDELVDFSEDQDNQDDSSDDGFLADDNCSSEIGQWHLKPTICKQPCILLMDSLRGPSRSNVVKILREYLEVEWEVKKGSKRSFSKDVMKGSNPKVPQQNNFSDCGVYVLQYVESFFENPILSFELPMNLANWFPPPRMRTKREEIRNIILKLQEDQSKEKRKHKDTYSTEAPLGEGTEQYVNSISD
SENP1 FRET inh = human SENP1 catalytic domain inhibitors, primary screen, biochemical, FRET, uHTS | Sentrin-specific protease 1 (Homo sapiens), Q9P0U3 | 360,000 compounds, 0.21% hits | inhibition, % at 10 µM | AID 624204, 2012 | recombinant SENP1 catalytic domain, CyPet-SUMO1-YPet FRET cleavage;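 active means inhibition at least 30% at 10 µM, raw YFP signal under a set limit, fluorescence ratio 0.5 to 1.5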;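 further: 0% = enzyme with DMSO and 100% = no enzyme wells; some results filed as inactive read as strong as hits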
Target sequence (Q9P0U3 419-644 limits assumed): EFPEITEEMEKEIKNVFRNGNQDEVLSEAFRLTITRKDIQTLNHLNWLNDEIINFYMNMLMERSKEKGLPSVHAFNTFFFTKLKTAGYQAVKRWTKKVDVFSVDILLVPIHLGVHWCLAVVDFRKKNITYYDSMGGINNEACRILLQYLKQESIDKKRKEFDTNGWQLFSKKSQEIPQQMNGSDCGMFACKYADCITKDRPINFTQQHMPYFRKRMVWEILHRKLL
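Controls: no-enzyme wells low, DMSO-plus-enzyme wells high control. Test system: human recombinant His6-tagged SENP1 catalytic domain enzyme. Reagent: SFCypet-SUMO1-SFYpet FRET protein substrate, 25 nM final. Doses: one dose per compound, 10 µM, 0.5% DMSO. Detection: FRET, CFP and YFP emission. Timing: 50 min reaction at room temperature.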
UBC13 inh = UBC13 polyubiquitin chain formation inhibitors, primary screen, biochemical, TR-FRET, uHTS; Ubiquitin-conjugating enzyme E2 N (Homo sapiens), P61088; inhibition, % at 20 µM; 330,000 compounds, 0.47% hits; AID 485273, 2010; in the data active means inhibition above about 45%, passing the limit was not always enough
An asterisk follows results filed as active.

Start of the data: the first two records, to show the layout:
For COc1ccc(/C=C(\NC(=O)c2cccs2)C(=O)NC(C)(C)C)cc1OC the results were beta cell repl -2, HKDC1 inh -4, SENP7 block 9, PfG6PD inh -8, SENP8 block-1 2, SENP8 block-2 14, SENP6 block -10, SENP1 FRET inh 3 and UBC13 inh 6.
`Cc1ccc(OCc2nnc(SCC(=O)N3CCc4ccccc43)n2C)cc1` gave beta cell repl 0, HKDC1 inh -4, SENP7 block -4, PfG6PD inh -2, SENP8 block-1 -3, SENP8 block-2 19, SENP6 block -7, SENP1 FRET inh 0 and UBC13 inh -2.

The whole of this part, repeating the preview:
For COc1ccc(/C=C(\NC(=O)c2cccs2)C(=O)NC(C)(C)C)cc1OC the results were beta cell repl -2, HKDC1 inh -4, SENP7 block 9, PfG6PD inh -8, SENP8 block-1 2, SENP8 block-2 14, SENP6 block -10, SENP1 FRET inh 3 and UBC13 inh 6.
`Cc1ccc(OCc2nnc(SCC(=O)N3CCc4ccccc43)n2C)cc1` gave beta cell repl 0, HKDC1 inh -4, SENP7 block -4, PfG6PD inh -2, SENP8 block-1 -3, SENP8 block-2 19, SENP6 block -7, SENP1 FRET inh 0 and UBC13 inh -2.
For O=C(c1ccc(Cl)cc1)n1cnc2ccccc21 the results were beta cell repl 3, HKDC1 inh 6, SENP7 block -3, PfG6PD inh 19, SENP8 block-1 -14, SENP8 block-2 24, SENP6 block 1, SENP1 FRET inh 4 and UBC13 inh 1.
CC1CCCN(CCCNC(=O)CN2C(=O)COc3ccc(S(=O)(=O)N4CCOCC4)cc32)C1 (stereo not given) was read as beta cell repl 3, HKDC1 inh -3, SENP7 block 10, PfG6PD inh -1, SENP8 block-1 -14, SENP8 block-2 7, SENP6 block -4, SENP1 FRET inh 0 and UBC13 inh 2.
For O=C(NCCCN1CCCC1=O)[C@H](CSCc1ccccc1)N1Cc2ccccc2C1=O the results were beta cell repl 4, HKDC1 inh 1, SENP7 block 4, PfG6PD inh 4, SENP8 block-1 -2, SENP8 block-2 19, SENP6 block 8, SENP1 FRET inh 0 and UBC13 inh 2.
CS(=O)(=O)c1sc2nc(-c3cccs3)cc(-c3ccccc3)c2c1N was read as beta cell repl -6, HKDC1 inh 4, SENP7 block 0, PfG6PD inh 56, SENP8 block-1 6, SENP8 block-2 -380, SENP6 block -12, SENP1 FRET inh 10 and UBC13 inh -31.
Screening COc1ccc2oc(=O)c(/C(C)=N/Nc3nc(-c4cc(C)ccc4C)cs3)cc2c1 returned beta cell repl 0, HKDC1 inh -2, SENP7 block -12, PfG6PD inh 28, SENP8 block-1 -3, SENP8 block-2 -425, SENP6 block -26, SENP1 FRET inh -31 and UBC13 inh -17.
For O=C(NCc1ccc(Cl)cc1)C1CCC(CNc2c(N3CCCC3)c(=O)c2=O)CC1 (stereo not given) the results were beta cell repl -1, HKDC1 inh 15, SENP7 block 4, PfG6PD inh -26, SENP8 block-1 -6, SENP8 block-2 24, SENP6 block -8, SENP1 FRET inh 5 and UBC13 inh -5.
For COc1ccc(/C(C)=N/NC(=O)CNC(=O)/C=C\c2ccco2)cc1 the results were beta cell repl -3, HKDC1 inh 11, SENP7 block -7, PfG6PD inh -8, SENP8 block-1 -10, SENP8 block-2 0, SENP6 block -5, SENP1 FRET inh 3 and UBC13 inh -15.
For Cc1cccc(NC(=O)c2nc[nH]c2C(=O)NCCCCCCNC(=O)c2[nH]cnc2C(=O)Nc2cccc(C)c2)c1 the results were beta cell repl -6, HKDC1 inh 4, SENP7 block 3, PfG6PD inh 3, SENP8 block-1 6, SENP8 block-2 5, SENP6 block 0, SENP1 FRET inh 1 and UBC13 inh -20.
For CCN1CCN(C(=O)N2CCOCC2)CC1 the results were beta cell repl -2, HKDC1 inh -9, SENP7 block 1, PfG6PD inh -6, SENP8 block-1 8, SENP8 block-2 14, SENP6 block 1, SENP1 FRET inh 2 and UBC13 inh 6.
O=C(NCc1cccnc1)c1ccc(S(=O)(=O)N2CCOCC2)cc1 was read as beta cell repl 0, HKDC1 inh -16, SENP7 block 7, PfG6PD inh -7, SENP8 block-1 1, SENP8 block-2 10, SENP6 block -2, SENP1 FRET inh 1 and UBC13 inh 2.
For COc1ccc(OC)c(CCNC(=O)c2ccc3c(=O)[nH]c4c(C(=O)NC(C)C)sc(=S)n4c3c2)c1 the results were beta cell repl -4, HKDC1 inh 10, SENP7 block 3, PfG6PD inh -6, SENP8 block-1 6, SENP8 block-2 22, SENP6 block 5, SENP1 FRET inh 50* and UBC13 inh -21.
`Cc1ccc(S(=O)(=O)N(C)C)cc1[N+](=O)[O-]` gave beta cell repl -1, HKDC1 inh -6, SENP7 block 2, PfG6PD inh 2, SENP8 block-1 -3, SENP8 block-2 18, SENP6 block -7, SENP1 FRET inh 1 and UBC13 inh -4.
Screening CCC(C)NC(=O)CC1Oc2ccc(Cl)cc2NC1=O (stereo not given) returned beta cell repl -2, HKDC1 inh -5, SENP7 block -11, PfG6PD inh 11, SENP8 block-1 -13, SENP8 block-2 3, SENP6 block 1, SENP1 FRET inh 2 and UBC13 inh -3.
`CCC(=O)NC(=S)Nc1cc(C(=O)O)ccc1OC` gave beta cell repl -1, HKDC1 inh -5, SENP7 block 4, PfG6PD inh -22, SENP8 block-1 -2, SENP8 block-2 -1, SENP6 block 0, SENP1 FRET inh 0 and UBC13 inh -2.
CC(C)(C)c1csc(N(CCC#N)CCC#N)n1 was read as beta cell repl 0, HKDC1 inh -1, SENP7 block 1, PfG6PD inh -6, SENP8 block-1 1, SENP8 block-2 5, SENP6 block 3, SENP1 FRET inh 1 and UBC13 inh 3.
`NCCCC[C@@H](C(=O)N1CCNCC1)n1cc(CN)nn1` gave beta cell repl -5, HKDC1 inh -4, SENP7 block -5, PfG6PD inh 7, SENP8 block-1 -5, SENP8 block-2 17, SENP6 block -5, SENP1 FRET inh -1 and UBC13 inh 60*.
C/C(=C\c1ccccc1)C(=O)Nc1cc(C)on1 was read as beta cell repl 0, HKDC1 inh -5, SENP7 block 3, PfG6PD inh 6, SENP8 block-1 -1, SENP8 block-2 37, SENP6 block -6, SENP1 FRET inh -1 and UBC13 inh 0.
COc1ccc(-c2cc(C(F)(F)F)n3ncc(C(=O)N4CCc5ccccc5C4)c3n2)cc1 was read as beta cell repl -6, HKDC1 inh 8, SENP7 block 5, PfG6PD inh -8, SENP8 block-1 6, SENP8 block-2 -346, SENP6 block 6, SENP1 FRET inh -67 and UBC13 inh 14.
For Cc1ccc(NC(=O)c2ncn(CCCN(C)CCc3ccccn3)n2)cc1C the results were HKDC1 inh -7, PfG6PD inh -1, SENP8 block-2 5 and SENP1 FRET inh -1.
For O=c1ccc2ccc(O[C@@H]3O[C@H](CO)[C@@H](O)[C@H](O)[C@H]3O)c(O)c2o1 the results were beta cell repl 0, HKDC1 inh -5, SENP7 block -4, PfG6PD inh -1, SENP8 block-1 0, SENP8 block-2 -12, SENP6 block 3, SENP1 FRET inh -1 and UBC13 inh 6.
`CCCCCC(=O)NC(=S)Nc1ccc(Br)cc1C` gave beta cell repl -4, HKDC1 inh 13, SENP7 block 6, PfG6PD inh -1, SENP8 block-1 -3, SENP8 block-2 2, SENP6 block -9, SENP1 FRET inh 0 and UBC13 inh 0.
CCCOc1ccc(-c2nc(N3CCN(CC)CC3)c3ccccc3n2)cc1 was read as beta cell repl -6, HKDC1 inh 0, SENP7 block -8, PfG6PD inh 24, SENP8 block-1 -6, SENP8 block-2 -15, SENP6 block -17, SENP1 FRET inh 1 and UBC13 inh 29.
COc1ccc(Cl)cc1NC(=O)c1cc(-c2ccccc2)on1 was read as beta cell repl -2, HKDC1 inh -11, SENP7 block 4, PfG6PD inh -2, SENP8 block-1 3, SENP8 block-2 -313, SENP6 block -2, SENP1 FRET inh 1 and UBC13 inh 8.
`COC(=O)c1cccc(NC(=O)C2COc3ccccc3O2)c1` (stereo not given) gave beta cell repl 0, HKDC1 inh -1, SENP7 block 4, PfG6PD inh 2, SENP8 block-1 -10, SENP8 block-2 28, SENP6 block 5, SENP1 FRET inh -1 and UBC13 inh 1.
Screening CC(=O)c1cccc(NC(=O)CNC(=O)Cc2ccccc2)c1 returned beta cell repl 0, HKDC1 inh 0, SENP7 block -7, PfG6PD inh 6, SENP8 block-1 0, SENP8 block-2 14, SENP6 block -17, SENP1 FRET inh 2 and UBC13 inh 0.
Screening COc1ccc(S(=O)(=O)N(C)C[C@H]2Oc3ccc(NC(=O)CCC(F)(F)F)cc3C(=O)N([C@H](C)CO)C[C@@H]2C)cc1 returned beta cell repl 1, HKDC1 inh -4, SENP7 block 2, PfG6PD inh 3, SENP8 block-1 -9, SENP8 block-2 6, SENP6 block -9, SENP1 FRET inh 3 and UBC13 inh -13.
C#CCOCCOCCOCCNc1nc(N2CCOCC2)nc(N2CCN(C(=O)[C@H]([C@@H](C)CC)n3cc(CCCN=C(N)N)nn3)CC2)n1 was read as beta cell repl -5, HKDC1 inh -9, SENP7 block -21, PfG6PD inh 3, SENP8 block-1 -10, SENP8 block-2 16, SENP6 block -5, SENP1 FRET inh -3 and UBC13 inh 15.
`COc1ccc(-n2c(Cc3cccn3C)nnc2SCC(=O)Nc2cccc(NC(C)=O)c2)cc1` gave beta cell repl 2, HKDC1 inh 3, SENP7 block 0, PfG6PD inh 6, SENP8 block-1 2, SENP8 block-2 -10, SENP6 block -6, SENP1 FRET inh -1 and UBC13 inh 4.
Screening CC1CCCCC1Nc1ncnc2sccc12 (stereo not given) returned beta cell repl -1, HKDC1 inh -5, SENP7 block 8, PfG6PD inh -18, SENP8 block-1 5, SENP8 block-2 11, SENP6 block -21, SENP1 FRET inh -7 and UBC13 inh 1.
`O=C(CN1CCCCC1)Nc1ccc(C(F)(F)F)cc1Cl` gave beta cell repl 0, HKDC1 inh -3, SENP7 block -8, PfG6PD inh -7, SENP8 block-1 -5, SENP8 block-2 -2, SENP6 block -18, SENP1 FRET inh 2 and UBC13 inh 6.
Screening CCN1C(=O)/C(=C\c2ccco2)C(C(=O)OC)=C1C returned beta cell repl 1, HKDC1 inh -3, SENP7 block 5, PfG6PD inh -1, SENP8 block-1 7, SENP8 block-2 21, SENP6 block 0, SENP1 FRET inh 4 and UBC13 inh -13.
Cc1cccc(-c2nc(CC(=O)Nc3cccc(S(=O)(=O)NC4=NCCC4)c3)cs2)c1 was read as beta cell repl -2, HKDC1 inh 0, SENP7 block 1, PfG6PD inh -14, SENP8 block-1 9, SENP8 block-2 2, SENP6 block 6, SENP1 FRET inh -1 and UBC13 inh 0.
`COc1nc(=O)n(C2OC(CO)C(O)C2O)cc1C` (stereo not given) gave HKDC1 inh 0, PfG6PD inh 1, SENP8 block-2 6 and SENP1 FRET inh -2.

Compound activity: PubChem BioAssay, Sanford-Burnham Center for Chemical Genomics
